# Bioassay records as filed in PubChem.
# RMI-FANCM inh = disruptors of RMI1/RMI2 association with MM2 peptide – biochemical, fluorescence polarization, human, primary screen | FP signal (polarization) at 33 µM | RMI core complex with F-MM2 peptide; hits give low values | AID 1159607, 2016 | RMI core complex (RMI1/RMI2) binding to FANCM MM2 peptide, human | 0.58% of 70,000 active; in the data active = FP signal below about 40; also: inactives centre near 61; strong numbers were not always called active; unit not given here
# * marks the source's active call; other numbers are inactive results; & = joins results of further samples.
RMI-FANCM inh	Structure
81	C=CCn1c(SCC(=O)Nc2ccccc2F)nc2scc(-c3ccc(C)o3)c2c1=O
66	CCS(=O)(=O)N1CCc2ccc(NS(=O)(=O)c3ccc(OC)c(F)c3)cc2C1
107&62	O=C(CN1CCN(C2c3ccccc3-c3ccccc32)CC1)c1ccc2c(c1)OCO2
76	COc1cccc(-c2nnc3ccc(OCCNC(=O)c4cccc(OC)c4OC)nn23)c1
131	O=C(Cc1ccc(-n2c(=O)c3ccccc3n(Cc3ccccc3F)c2=O)cc1)NCc1cccs1
63	COc1ccccc1-c1nnc(C2CCN(C(=O)C3CCCC3)CC2)s1
67	Cc1cccc(OCc2ccc(-c3nc(C#N)c(NCC4CCCO4)o3)o2)c1 (configuration not stated)
55	Cc1ccc2nc(C)c(NC(=O)c3cccnc3Cl)c(=O)n2c1
56	CCN=C1SC(CC(=O)Nc2ccccc2C(=O)OCC)C(=O)N1CC (configuration not stated)
67	C/C=C/C(=O)Nc1cc(C)nn1-c1nc(C)c(C)c(=O)[nH]1
57	Cc1nnc(NCCN2CCOCC2)[nH]c1=O
73	CS(=O)(=O)c1ccc2nc(N(Cc3ccccc3)C(=O)c3cccc(Oc4ccccc4)c3)sc2c1
61	COc1cc(S(=O)(=O)n2ccc(C)n2)ccc1Cl
83	CN(C)S(=O)(=O)c1ccc(-c2nc(C#N)c(NCc3ccc4c(c3)OCO4)o2)cc1
64	COCC(=O)Nc1c(C)nc2sccn2c1=O
56	Cc1nn(C(=O)C2CC2)c(C)c1Sc1ncccn1
64	COc1ccc(C(=O)Nc2ccc3c(c2)CCC(=O)N3CC(C)C)c(OC)c1OC
57	Cc1ccc(C(=O)CSc2nnc(-c3cc(C(C)(C)C)nn3Cc3cccc(C)c3)o2)cc1
69	Cc1ccc(S(=O)(=O)N2CCCC(C(=O)Nc3cc(C)nn3C)C2)cc1 (configuration not stated)
68	Cn1c(SCC(=O)NCc2ccccc2Cl)nc2c(sc(=S)n2-c2ccccc2)c1=O
56	COc1ccc(C2=NN(C(=O)CCC(=O)O)C(c3cn(-c4ccccc4)nc3-c3ccccc3)C2)cc1 (configuration not stated)
94	CSc1c(C#N)c(N)nc(SCc2ccc(F)c(F)c2)c1C#N
51	O=C(Nc1ccc(Cl)c2ncsc12)c1ccco1
56	O=C(O)C1(O)C[C@H](O)C(O)[C@@H](O)C1 (some centres not stated)
74	O=c1c2nccnc2n(Cc2ccccc2Cl)c(=O)n1Cc1ccc(F)cc1
62	CC(C)c1nnc(SCC(=O)NCC2CCCO2)c2c1cnn2-c1ccc(F)cc1 (configuration not stated)
53	CCOC(=O)c1ccc(Nc2ncnc3c2nnn3C)cc1
57	COc1ccc(C(O)=C2C(=O)C(=O)N(CCN3CCNCC3)C2c2cccc([N+](=O)[O-])c2)cc1 (configuration not stated)
49	O=C(Nc1ccc(Cl)c2ncsc12)c1cccc(C(F)(F)F)c1
55	COC(=O)c1cc(S(=O)(=O)N2CCSC2)oc1C

# An excerpt of these results, as labelled records.
Cc1ccc(S(=O)(=O)N2CCCC(C(=O)Nc3cc(C)nn3C)C2)cc1 (configuration not stated)
  RMI-FANCM inh: 69

O=c1c2nccnc2n(Cc2ccccc2Cl)c(=O)n1Cc1ccc(F)cc1
  RMI-FANCM inh: 74

COc1ccc(C(=O)Nc2ccc3c(c2)CCC(=O)N3CC(C)C)c(OC)c1OC
  RMI-FANCM inh: 64

CSc1c(C#N)c(N)nc(SCc2ccc(F)c(F)c2)c1C#N
  RMI-FANCM inh: 94

# Following part
RMI-FANCM inh	Structure
76	COc1ccc(CCC(=O)NCC2CCN(Cc3cccs3)CC2)cc1
47	CC(C)NC(=O)NNc1c(Cl)cccc1Cl
64&50	Nc1ccc(S(=O)(=O)Nc2ncccn2)cc1
110	CCc1ccc(-c2csc(/C(C#N)=C/Nc3ccc(C(=O)OCCN(CC)CC)cc3)n2)cc1
53	CC(C)Oc1ccc(C(O)=C2C(=O)C(=O)N(CCN3CCNCC3)C2c2cccc([N+](=O)[O-])c2)cc1 (configuration not stated)
79	CCN(CC)CCN(C(=O)c1ccc(S(=O)(=O)N(C)CC2CCCO2)cc1)c1nc2c(Cl)cccc2s1 (configuration not stated)
81	CC1(C)CC(=O)c2c(nc(SCCC(=O)Nc3ccc(C(C)(C)C)cc3)c(C#N)c2-c2ccccc2)C1
65	CC(C)(C)C1CCc2c(sc3nc(CCC(=O)N4CCN(C5CCCCC5)CC4)[nH]c(=O)c23)C1 (configuration not stated)
86	CCc1cccc(CC)c1NC(=O)Cn1nc(-c2ccco2)c2sc(C)nc2c1=O
69	CCOC(=O)c1cnn(C2CCS(=O)(=O)C2)c1N (configuration not stated)
55	Cc1c(C)n2c(SCC(=O)Nc3cc(C(F)(F)F)ccc3Cl)nnc2[nH]c1=O
60	C=CCSc1nc2ccccc2c(=O)[nH]1
54	COc1ccc(C)cc1NC(=O)C(=O)NCc1ccccc1Cl
73	Cc1sc2nc(SCc3ccc4c(c3)OCO4)n(-c3ccccc3)c(=O)c2c1C
64	O=C1CCCC(=O)N1CCS(=O)(=O)N1CCN(CCc2ccccc2)CC1

# Four entries from above, sorted by the number in RMI-FANCM inh, high to low:
RMI-FANCM inh	Structure
69	CCOC(=O)c1cnn(C2CCS(=O)(=O)C2)c1N (configuration not stated)
60	C=CCSc1nc2ccccc2c(=O)[nH]1
56	O=C(O)C1(O)C[C@H](O)C(O)[C@@H](O)C1 (some centres not stated)
47	CC(C)NC(=O)NNc1c(Cl)cccc1Cl

# (continued)
RMI-FANCM inh	Structure
48	O=C1/C(=C\c2cccs2)N=C(c2ccccc2)N1Cc1ccc(Cl)cc1
57	COc1cc(C2NC(=O)NC(C)=C2C(=O)OCC(C)C)ccc1OC(F)(F)C(F)C(F)(F)F (configuration not stated)
65	Cc1cc(NC(=O)Cc2cccs2)n(-c2nc3c(cnn3-c3ccc(Cl)cc3)c(=O)[nH]2)n1
46	Nc1nc2c(s1)Cc1ccccc1-2
65	CCCn1c(=O)c2c(nc3n2C(C)C(C)=NN3)n(C)c1=O (configuration not stated)
66	O=C(Nc1cccc(C(F)(F)F)c1)/C(=C\c1cccs1)c1ccsc1
59	CN(C)S(=O)(=O)N1CCN(c2ccc(Cl)cc2)CC1
56	NS(=O)(=O)c1ccc(NC(=O)CC(NCc2ccco2)C(=O)O)cc1 (configuration not stated)
92	CC(=O)c1cccc(NC(=O)Cn2c3ccc(F)cc3c3ncn(Cc4ccccc4)c(=O)c32)c1
57	O=C(NC(=O)c1ccccc1)NC1(C(F)(F)F)OCCO1
63	COC(=O)C1=NNC(C(=O)OC)=NN1
54	ON(Cc1c(F)cccc1Cl)Cc1c(F)cccc1Cl
61	COCCOc1ccc(N=Cc2ccccc2O)cc1C(=O)O
56	O=C(COc1ccc(Cl)cc1Cl)N/N=C\C=C\c1ccccc1
122	Cc1ccc(-c2nsc(SCC(=O)NCc3ccc(F)cc3)n2)cc1

# Some of the entries above in another layout:
smiles | RMI-FANCM inh
Nc1nc2c(s1)Cc1ccccc1-2 | 46
CCCn1c(=O)c2c(nc3n2C(C)C(C)=NN3)n(C)c1=O (configuration not stated) | 65
O=C(Nc1cccc(C(F)(F)F)c1)/C(=C\c1cccs1)c1ccsc1 | 66
CN(C)S(=O)(=O)N1CCN(c2ccc(Cl)cc2)CC1 | 59

# (continued)
RMI-FANCM inh	Structure
54	CC1C(=O)N2CCCc3cc(S(=O)(=O)Nc4ccccc4C(N)=O)cc1c32 (configuration not stated)
92	NC(=O)c1oc2ccccc2c1NC(=O)c1ccc(Cl)s1
66	O=S(=O)(c1ccccc1)c1nc(Nc2ccc(F)cc2F)sc1Cl
84	CCOc1ccc(-c2noc(CSc3nc4ccccc4c(=O)n3Cc3cccs3)n2)cc1
67	CC(C)c1ccc(NC(=O)C(=O)NCC(c2cccn2C)N2CCCC2)cc1 (configuration not stated)
62	CNC(=O)C(=O)NCc1ccccc1Cl
57	NC(N)=Nc1nc(-c2cc(Cl)sc2Cl)cs1
78	O=C(Cc1ccc(F)cc1)Nc1ccc2c(c1)CN(C(=O)c1cccs1)CC2
58	CCCc1n[nH]c(=S)n1N
98	C#CCn1c(=NC(=O)c2ccccc2Br)sc2cc(NC(C)=O)ccc21
60	CCOC(=O)C(N)CSC1CC(=O)N(c2ccc(OC(F)(F)F)cc2)C1=O (configuration not stated)
59	O=C(NCCCn1ccnc1)C(=O)NCC1OCCCN1S(=O)(=O)c1ccc(F)cc1 (configuration not stated)
70	Cc1cc(-c2nnc(NC(=O)Cc3ccccc3)o2)n(C)n1
61	COc1cccc(-c2ccc(=O)n(CCCC(=O)NC3CCCCCC3)n2)c1
77	O=C(NCCN1CCN(c2ccccc2F)CC1)C(=O)NCc1ccc(Cl)cc1
70	COc1ccc(OC)c(/C=C2\SC(=S)N(c3ccc(O)c(C(=O)O)c3)C2=O)c1
58	Cc1ccc(SCCC(=O)O)cc1
109	Cc1cc(C)c2c(=O)c(/C=C3/SC(=S)N(c4cccc(Cl)c4)C3=O)coc2c1
-55	N=c1c(-c2nc3ccccc3s2)cc2c(=O)n3ccccc3nc2n1Cc1ccco1
55	O=C(Cn1cc(S(=O)(=O)c2ccc(F)cc2)c2ccccc21)N1CCOCC1
48	CCOC(=O)c1ccc(NC(=S)NNC(=O)CSCc2c(C)c(C)c(C)c(C)c2C)cc1
69	CCC(=O)c1ccc2c(c1)N(CC(C)N(C)C)c1ccccc1S2 (configuration not stated)
75	O=C(COc1ccccc1)NCC1CCN(C2CCCC2)CC1
79	Cc1cc(NC(=O)c2c(F)cccc2Cl)n(-c2nc(-c3cccs3)cs2)n1
63	COc1cccc(-n2ccn3c(-c4ccc([N+](=O)[O-])cc4)nnc3c2=O)c1
59	CC1CCN(C(=O)CSc2nnc(CNC(=O)c3ccc(S(=O)(=O)N(C)C)cc3)o2)CC1
57	Cc1csc(NC(=O)CSc2ncc(-c3ccccc3)[nH]2)n1
56	CCCc1nc(Cc2nc3ccccc3[nH]2)no1
60	COc1ccc(S(=O)(=O)N2CCN(c3ccccc3Cl)CC2)c(C)c1C
51	CC(=Nc1ccccc1C(F)(F)F)c1ccncc1
62	N#C/C(=C/c1ccc(-c2ccc(F)cc2)o1)C(=O)N1CCOCC1
55	Cc1n[nH]c(C)c1-c1ncccc1[N+](=O)[O-]
56	Cc1cc(C(=O)Nc2nc3c(s2)CN(C)CC3)n(C)n1
63	Cc1cc(=O)[nH]c(-n2nc(C)c(CCC(=O)Nc3ccc(C)c(F)c3)c2C)n1
63	CCOC(=O)C(C)Oc1ccc(S(N)(=O)=O)cc1 (configuration not stated)
59	O=C(Nc1ccc2c(c1)OCCO2)C(=O)c1cn(CC(=O)N2CCCC2)c2ccccc12
62	COc1ccc(C(=O)NCc2ccc(F)cc2)cc1OC
66	CCOC(=O)Cn1c(=NC(=O)c2ccn(CC)n2)sc2c(C)cc(C)cc21
70	O=c1ccc(-c2ccco2)nn1CCCNS(=O)(=O)c1ccc2c(c1)OCCO2
68&56&49	CN(C)CCC(c1ccccc1)c1ccccn1 (configuration not stated)
69	COc1cc2ccccc2cc1C(=O)Nc1cc(C)nn1C
70	Clc1ccccc1Cn1ncc2c(N3CCC(Cc4ccccc4)CC3)ncnc21
52	CO[C@@]1(NC(=O)[C@H](C(=O)O)c2ccc(O)cc2)C(=O)N2C(C(=O)O)=C(CSc3nnnn3C)CO[C@@H]21
63	COc1cccc(-c2csc(CN3CCN(S(=O)(=O)c4cccs4)CC3)n2)c1
54	C=CCSc1n[nH]c(=O)n1-c1cccc(Cl)c1
58	O=C(NCCS(=O)(=O)N1CCN(c2ccc(F)cc2)CC1)c1cc(=O)c2ccccc2o1
76	Cc1ccc(S(=O)(=O)CCC(=O)Nc2nc3c(cc4c5c(cccc53)CC4)s2)cc1
54	CC1=C(O)C(=O)OC1c1c(F)cccc1Cl (configuration not stated)
64	O=S(=O)(Nc1ccc(Cl)cc1)c1c(F)cccc1F
72	COc1cccc(-c2ccc(=O)n(CCCC(=O)Nc3ccccc3SC)n2)c1
71	CN1C(=O)c2ccc(NC(=O)c3ccn(C)n3)cc2C1=O
47	Cc1cc(NC(=O)C(=O)NN)no1
85	O=C(CSc1nnc2ccc(-c3ccccc3)nn12)Nc1cccc(C(F)(F)F)c1
60	Cc1ccc(Nc2nc(-c3ccccc3)c(C(=O)Nc3cccnc3)s2)cc1
52	Cn1nnc2c(NCCCN3CCCC3=O)ncnc21
38	C#CCOC(=O)Nc1cnc(N2CCOCC2)c(C(F)(F)F)c1
63	Cc1ncc(C[n+]2csc(CCO)c2C)c(N)n1
52	Cc1cc(NCc2ccccn2)nc(-n2cc([N+](=O)[O-])cn2)n1
61	O=C(COc1ccccc1F)Nc1c2c(nn1-c1ccccc1)CCC2
50	CN(C)C(CNC(=O)Cc1ccc(Cl)cc1)c1cccs1 (configuration not stated)

# The list goes on:
RMI-FANCM inh	Structure
64	O=C(Cc1csc(Nc2ccc(F)cc2)n1)NCc1ccc2c(c1)OCO2
60	C/C(=N\NC(=O)c1cc(Br)ccc1O)c1ccc2c(c1)OCCO2
52	NNC(=O)c1[nH]ncc1-c1ccc(Cl)cc1Cl
59	Cn1c(CN2CCOCC2)nc2ccccc21
68	CS(=O)(=O)c1ccccc1NC(=O)c1ccco1
63	COc1coc(C(=O)Nc2ccc(OC(F)(F)F)cc2)cc1=O
60	COc1ccc(S(=O)(=O)NCCOc2ccc(F)cc2)cc1C
64	Cc1c(C(=O)C(=O)N2CCN(C(c3ccccc3)c3ccccc3)CC2)c2ccccc2n1C
51	Cc1ccc(N2CCCS2(=O)=O)cc1NC(=O)C1CC1
62	CCC(=O)Nc1ccc(C(=O)NCCNS(=O)(=O)c2ccc(C)cc2OC)cc1
73	CCOc1cccc2c1OC1(CCN(C(C)C)CC1)N1N=C(c3ccc4c(c3)OCO4)CC21 (configuration not stated)

# These rows are one share of the data; count on the stated rates, not on these rows.
